High-throughput results from PubChem.
PTHR1 agonist: qHTS for PTHR1 Agonists: Primary Screen; Parathyroid hormone/parathyroid hormone-related peptide receptor (Homo sapiens), Q03431; HEK293 GP2 PTHR1 cells, GloSensor cAMP luminescence, 1 h; Potency, µM (series often up to 115 µM), for inactives: at the highest dose activation, actives largely listed as activators; 0.075% of 410,000 active; AID 743266, 2014; further: potency means the concentration at half of the fitted maximal effect; nearly all actives have a fitted effect of over 55% in size; some results filed as inactive show a strong effect at the top dose; inactives centre near -15; many of its hits are not listed in these tables
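HEK-293-derived GP2 cells expressing PTHR1 and a GloSensor cAMP reporter, 3,000/well, plated overnight, given luciferin plus IBMX (each 0.5 mM as added) for 1 h at 37 °C, then compound for 1 h at 37 °C. Luminescence was read after 15 min at room temperature.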
GLP-1R inv ag: qHTS of GLP-1 Receptor Inverse Agonists (Inhibition Mode); HEK293 GLP-1R CRE-luciferase, luminescence, 24 h; GLP-1R form is constitutively active; Potency, µM (highest dose often 38.3 µM), inactives show at the top dose activity change, negative = inhibition, actives largely listed as inhibitors; Glucagon-like peptide 1 receptor (Homo sapiens), P43220; 1.6% of 410,000 active; further: potency means the concentration at half of the fitted maximal effect; on the % scale 0 is the no-effect control and ±100 the full control effect; nearly all actives have a fitted effect of over 55% in size
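Readout was luciferase luminescence, measured 12 min after detection reagent at room temperature. Beforehand, GLP-1R reporter HEK293 cells had sat 12 h, then received compounds for 24 hr at 37 deg C.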
PI5P4Ka inh: qHTS for Inhibitors of phosphatidylinositol 5-phosphate 4-kinase (PI5P4K); Phosphatidylinositol 5-phosphate 4-kinase type-2 alpha (Homo sapiens), P48426; AID 652105, 2013; 1.2% of 330,000 active; max response, %; PI5P4Kalpha enzyme, ADP-Glo luminescence, 60 min; hits give low values; active means max response of -50% or lower; inconclusive means between -30% and -50%; inactive means -30% or higher; further: value at the top dose of about 77 µM; on the % scale 0 is the no-effect control and ±100 the full control effect
Target sequence (P48426 whole entry, looked up): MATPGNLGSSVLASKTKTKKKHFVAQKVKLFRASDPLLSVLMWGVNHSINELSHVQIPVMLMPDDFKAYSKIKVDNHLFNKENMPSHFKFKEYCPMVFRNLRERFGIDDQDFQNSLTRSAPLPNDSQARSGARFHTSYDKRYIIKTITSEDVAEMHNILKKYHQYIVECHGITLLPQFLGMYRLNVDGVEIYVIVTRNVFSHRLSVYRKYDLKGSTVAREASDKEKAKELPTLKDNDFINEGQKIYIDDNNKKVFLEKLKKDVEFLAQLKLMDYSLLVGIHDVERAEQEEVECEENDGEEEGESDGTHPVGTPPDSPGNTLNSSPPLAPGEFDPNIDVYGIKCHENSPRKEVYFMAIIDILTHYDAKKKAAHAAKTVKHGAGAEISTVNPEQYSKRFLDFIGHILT
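Luminescence from ADP-Glo served as readout of PI5P4Kalpha activity in a qHTS format. Reaction: enzyme, substrate, compound, ATP at 5 microM final, 60 min at RT.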
HEK293 tox: qHTS of GLP-1 Receptor Inverse Agonists: Cytotox Screen. AID 624418, 2012. Potency, µM (top dose mostly 38.3 µM), for the others: at the highest dose activity change, negative = inhibition, most hits filed as inhibitors. HEK293 cAMP-luciferase reporter cells, luminescence, 24 h. 0.13% of 410,000 active;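 further: loss of luciferase light is scored as toxicity; potency means the concentration at half of the fitted maximal effect; on the % scale 0 is the no-effect control and ±100 the full control effect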
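A 23 nL compound transfer followed 12 hours of cell culture at 37 deg C; exposure then lasted 24 hr. Luciferase assay detection reagent was dispensed and plates read for luminescence after a 12 min room-temperature wait.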
GLP-1R agonist: qHTS of GLP-1 Receptor Agonists; HEK293 GLP-1R CRE-luciferase, luminescence, 4-6 h; cells express a hypersensitive GLP-1R form; 0.007% of 380,000 active; Glucagon-like peptide 1 receptor (Homo sapiens), P43220; AID 624172, 2012; Potency, µM (top dose mostly 45.6 µM), for inactives: at the top dose activation, hits mostly activators; further: potency means the concentration at half of the fitted maximal effect; % of control where 0% means no effect
EPAC1 antagonist: qHTS for Antagonist of cAMP-regulated guanine nucleotide exchange factor 3 (EPAC1): primary screen | AID 720709, 2013 | Rap guanine nucleotide exchange factor 3 (Homo sapiens), O95398 | 0.14% of 360,000 active | Potency, µM (top dose mostly 115 µM), inactives show top-dose activity change, negative = inhibition, hits mostly inhibitors | EPAC1 GEF assay, Rap1b-BODIPY-GDP exchange fluorescence;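 further: potency means the concentration at half of the fitted maximal effect; plate controls were vehicle for no effect and positive control for full effect; nearly all actives have a fitted effect of over 50% in size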
EPAC1 agonist: qHTS for Agonist of cAMP-regulated guanine nucleotide exchange factor 3 (EPAC1): primary screen. Rap guanine nucleotide exchange factor 3 (Homo sapiens), O95398. EPAC1 agonist qHTS, biochemical assay; response scale: 100% = response to 6.5 mM cAMP. Potency, µM (top dose mostly 154 µM), inactives show top-dose activation, most hits filed as activators. 0.073% of 360,000 active. AID 720707, 2013; further: potency means the concentration at half of the fitted maximal effect; nearly all actives have a fitted effect of over 60% in size
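Read-out is the fluorescence drop as BODIPY-GDP leaves Rap1B (480 nm excitation, 540 nm emission), recorded every 5 minutes over 30 minutes. Reactions held 100 nM EPAC1, 250 nM Rap1B–BODIPY-GDP and 50 uM GDP, with 6.5 mM cAMP setting full activation.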
IL-2 act: qHTS of IL-2 Activators; IL-2 activation reporter assay, cell-based qHTS; stimulated with anti-CD3/CD4/CD28 beads; in transgenic mouse T cells; activation, % (series mostly up to about 46 µM); 0.065% of 360,000 active; in the data active means activation above about 50%; inconclusive means mostly about 30% to 49%; further: 0% is about no effect
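First, unstimulated transgenic mouse T cells were exposed to compound for 60 min. Next, anti-CD3/anti-CD4-coated beads with anti-CD28 were added. Finally, after 18 h at 37 degrees C, EGFP and DsRed were imaged.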
PLK1 PBD block: qHTS for Inhibitors of PLK1-PDB (polo-like kinase 1 - polo-box domain): Primary Screen; Serine/threonine-protein kinase PLK1 (Homo sapiens), P53350; Potency, µM, without a hit: max response, negative = inhibition, most hits filed as inhibitors; Plk1 PBD binding of FITC phosphopeptide, fluorescence polarization; 2.8% of 360,000 active; further: potency means the concentration at half of the fitted maximal effect; series mostly up to about 57 µM; on the % scale 0 is the no-effect control and ±100 the full control effect; nearly all actives have a fitted effect of over 65% in size
Target sequence (P53350 whole entry, looked up, the tested form may be a part): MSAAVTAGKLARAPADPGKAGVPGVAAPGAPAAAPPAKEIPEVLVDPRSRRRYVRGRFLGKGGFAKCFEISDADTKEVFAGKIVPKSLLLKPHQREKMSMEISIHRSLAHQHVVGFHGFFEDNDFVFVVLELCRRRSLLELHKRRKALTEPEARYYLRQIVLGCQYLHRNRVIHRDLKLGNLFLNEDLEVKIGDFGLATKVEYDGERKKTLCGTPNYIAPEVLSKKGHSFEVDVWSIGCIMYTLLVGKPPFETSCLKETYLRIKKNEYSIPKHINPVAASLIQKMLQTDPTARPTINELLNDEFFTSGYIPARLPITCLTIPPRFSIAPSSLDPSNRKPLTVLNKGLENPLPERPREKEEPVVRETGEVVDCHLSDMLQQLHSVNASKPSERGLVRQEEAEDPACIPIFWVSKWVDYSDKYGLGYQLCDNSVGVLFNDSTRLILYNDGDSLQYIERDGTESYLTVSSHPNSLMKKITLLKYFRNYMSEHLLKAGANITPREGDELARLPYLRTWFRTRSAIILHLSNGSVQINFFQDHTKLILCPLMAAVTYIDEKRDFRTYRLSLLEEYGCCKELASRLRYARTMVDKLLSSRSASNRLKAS
* marks the source's active call; other numbers are inactive results; i = inactive; u = inconclusive; x = no result given; [ ] = dose if it differs, or a comment. Unless noted, the call rests on the fitted dose curve; in most records, active means well fitted curve in the direction sought with a large enough effect; inconclusive means small, poorly fitted or top-dose-only effect, or another doubt; inactive means no such curve, though single readings can be large; an effect the other way counts as inactive or inconclusive.

1	Cc1nnc(NC(=O)c2cc3n(n2)C(C(F)(F)F)CC(C2CC2)N3)s1 (stereo not drawn)
2	CC(=O)c1cccc(NC(=O)N2CCC(c3ccc(C)cc3)C2)c1 (stereo not drawn)
3	N#Cc1cccc(C#N)c1Oc1ccc(S(=O)(=O)Nc2ccccc2)cc1
4	O=C(CN1C(=O)S/C(=C/c2cccn2-c2ccc(O)cc2)C1=O)N1CCCC1
5	CCCOc1ccc(C2C3=C(CCCC3=O)N(CC(=O)O)C3=C2C(=O)CCC3)cc1OCC
6	CCc1nc2c(OCC(=O)c3ccc(Cl)cc3Cl)cccn2c1N(C)C(=O)COc1ccccc1
7	CC1CCN(CCCn2c(=S)[nH]c3ccccc3c2=O)CC1
8	Nc1ccccc1SCC(=O)Nc1cccc2ccccc12

entry no. | 1 | 2 | 3 | 4 | 5 | 6 | 7 | 8
PTHR1 agonist | -3%[57.5 µM] | -31%[inhibitor] | -27% | -25% | i | -10% | -2%[57.5 µM] | 10%
GLP-1R inv ag | 24% | -15% | -28% | u | 10% | u | -23% | -12%
PI5P4Ka inh | -2 | -4 | -10 | 2 | 0 | -19 | 4 | 6
HEK293 tox | 4% | -6% | 7% | -28% | -15% | 0% | -18% | 1%
GLP-1R agonist | 3% | 1% | 3% | 9% | 2% | 3% | 0% | 5%
EPAC1 antagonist | 10% | -2% | 7% | -5% | -1% | -14% | 20% | -8%
EPAC1 agonist | 5% | -5% | 0% | -7% | 8% | 11% | -1% | 6%
IL-2 act | -0.4 | 0.5 | 0.1 | 0.0 | -0.7 | -0.3 | 1.1 | 3.8
PLK1 PBD block | -8% | -2% | 2% | 2% | -6% | -5% | -6% | -3%

Next part; the last two above are carried over.
7	CC1CCN(CCCn2c(=S)[nH]c3ccccc3c2=O)CC1
8	Nc1ccccc1SCC(=O)Nc1cccc2ccccc12
9	OCCNc1ccc(Cl)cc1
10	O=C(Nc1nc(-c2ccc(-c3ccccc3)cc2)cs1)c1cnccn1
11	COc1ccc(/C=C/CN2CCN(CC(C)C)C(CCO)C2)cc1 (stereo not drawn)
12	O=C(Nc1nnc(C2CC2)s1)c1cc2ccccc2o1
13	CCOC(=O)C1=C(C)NC(=O)NC1c1ccc(OC)c(Cl)c1 (stereo not drawn)
14	CCCCN(C(=O)C(C)Oc1ccc(Br)cc1)c1c(N)n(CC(C)C)c(=O)[nH]c1=O (stereo not drawn)
15	O=CN1CCN(C(=S)Nc2ccc(OC(F)F)cc2)CC1
16	CCC(=O)c1ccc(OCC(=O)Nc2ccccc2C(=O)N2CCCCC2)cc1

entry no. | 7 | 8 | 9 | 10 | 11 | 12 | 13 | 14 | 15 | 16
PTHR1 agonist | -2%[57.5 µM] | 10% | i | -20% | u | -22% | i | -19% | -2% | -83%[inhibitor]
GLP-1R inv ag | -23% | -12% | 8% | 10% | 5% | 24% | -1% | 5% | -23% | 3%
PI5P4Ka inh | 4 | 6 | -3 | 7 | 1 | u | x | 1 | 0 | 2
HEK293 tox | -18% | 1% | -8% | -11% | -6% | -8% | -18% | 8% | 1% | 10%
GLP-1R agonist | 0% | 5% | -11% | 7% | -1% | 9% | 3% | 13% | 1% | 6%
EPAC1 antagonist | 20% | -8% | 9% | -9% | -5% | -1% | -21% | -11% | -3% | 0%
EPAC1 agonist | -1% | 6% | 4% | 5% | 6% | 1% | -4% | -4% | 7% | -2%
IL-2 act | 1.1 | 3.8 | 0.1 | -2.0 | -5.7 | 2.8 | -1.0 | -2.0 | -0.5 | -2.4
PLK1 PBD block | -6% | -3% | -3% | -7% | -4% | -1% | -9% | -1% | -2% | -6%

17	Cc1nn(Cc2ccc(F)cc2)c(C)c1NC(=O)c1cnn2c1NC(c1ccccc1)CC2C(F)(F)F (stereo not drawn)
18	COC(=O)C(C)Oc1ccc(Cl)c(CN2OCC(C)(C)C2=O)c1 (stereo not drawn)
19	O=[N+]([O-])c1ccc(O)c(/C=N/n2c(CO)nc3ccccc32)c1
20	CCCCSc1nnc(-c2ccccc2NC(C)=O)c(=O)[nH]1
21	Cc1oc(-c2ccccc2F)nc1CS(=O)(=O)CC(=O)NCCCN1CCN(C)CC1
22	O=C(NC(=S)Nn1cnnc1)c1ccccc1Cl
23	COc1cc(/C=C/C(=O)OCC(=O)Nc2ccc(S(N)(=O)=O)cc2)ccc1O
24	CCn1c(/C=C/N(C)c2ccccc2)[n+](CC)c2ccc(Cl)cc21

entry no. | 17 | 18 | 19 | 20 | 21 | 22 | 23 | 24
PTHR1 agonist | i | i | i | u | i | i | -24% | -15%[57.5 µM]
GLP-1R inv ag | u | -1% | 1% | 5% | -3% | 7% | 23% | u
PI5P4Ka inh | x | -3 | 13 | 15 | 0 | -7 | -23 | x
HEK293 tox | 10% | -5% | -22% | -1% | -6% | -6% | -8% | u
GLP-1R agonist | -8% | 15% | -2% | -2% | 9% | 3% | 3% | -1%
EPAC1 antagonist | -6% | -18% | -9% | 7% | -6% | 9% | -5% | 9%
EPAC1 agonist | 9% | 9% | -7% | -3% | 6% | -1% | -3% | 9%
IL-2 act | -0.1 | -0.6 | 1.0 | -0.1 | -0.3 | -2.7 | -1.7 | -0.7
PLK1 PBD block | -2% | -7% | -14% | -3% | 3% | u | 13µM* | -17%

25	CC1CCCN(C(=O)c2ccc(NS(=O)(=O)c3ccc4[nH]c(=O)[nH]c4c3)cc2)C1 (stereo not drawn)
26	O=c1cc(O)nc(-c2ccccc2)s1
27	CSc1ccccc1C(=O)NCCS(=O)(=O)N1CCN(c2ccc(F)cc2)CC1
28	Cc1ccc(S(=O)(=O)n2nc(OC(=O)c3c(F)cccc3Cl)cc2N)cc1
29	CCN(CC)C(=O)CN1C(=O)NC2(CCc3ccccc3C2)C1=O (stereo not drawn)
30	O=C(N/N=C/c1cc2cc3c(cc2nc1Cl)OCO3)c1ccncc1
31	FC(F)(F)Oc1ccccc1C(c1nnnn1-c1ccc2c(c1)OCCO2)N1CCN(C/C=C/c2ccccc2)CC1 (stereo not drawn)
32	O=C(NCCc1ccccc1F)c1ccc2c(c1)OCCO2

entry no. | 25 | 26 | 27 | 28 | 29 | 30 | 31 | 32
PTHR1 agonist | i | i | -27% | -31% | 15% | i | -27% | -33%
GLP-1R inv ag | 3% | 11% | -19% | -17% | 13% | 21% | u | 0.89µM*
PI5P4Ka inh | 0 | -15 | -6 | -13 | 0 | -3 | 10 | -2
HEK293 tox | -6% | -1% | 6% | -3% | 1% | 8% | 4% | 15%
GLP-1R agonist | -7% | 0% | 11% | 0% | -1% | -1% | -1% | -3%
EPAC1 antagonist | 1% | 3% | -6% | -12% | 1% | -6% | 6% | -15%
EPAC1 agonist | 5% | 14% | -4% | 4% | -5% | 2% | 1% | -13%
IL-2 act | -1.3 | 0.8 | -5.3 | -2.4 | 0.1 | -0.3 | -0.7 | 1.4
PLK1 PBD block | -3% | u | -6% | -14% | 2% | 0% | 2% | u

Single records, as listed above. Order of screens: PTHR1 agonist	GLP-1R inv ag	PI5P4Ka inh	HEK293 tox	GLP-1R agonist	EPAC1 antagonist	EPAC1 agonist	IL-2 act	PLK1 PBD block
FC(F)(F)Oc1ccccc1C(c1nnnn1-c1ccc2c(c1)OCCO2)N1CCN(C/C=C/c2ccccc2)CC1 (stereo not drawn) is listed as -27%	u	10	4%	-1%	6%	1%	-0.7	2%
CC1CCCN(C(=O)c2ccc(NS(=O)(=O)c3ccc4[nH]c(=O)[nH]c4c3)cc2)C1 (stereo not drawn) is listed as i	3%	0	-6%	-7%	1%	5%	-1.3	-3%

The listing continues:
33	O=C(NCc1ccc2c(c1)OCO2)C1CCN(c2ccc(S(=O)(=O)N3CCCC3)cc2)CC1
34	CCOc1ccc(S(=O)(=O)NCCC(=O)NC2CCC(C)CC2)cc1 (stereo not drawn)
35	O=C(Nc1ccc(F)cc1)N1CCC(c2nc3c(nnn3Cc3ccccc3Cl)c(=O)[nH]2)CC1
36	Cc1ccccc1-c1cc2nc(OCC3CCCO3)n(C)c(=O)c2s1 (stereo not drawn)
37	COc1cc(/C=N/S(=O)(=O)CCc2ccccc2)cc(OC)c1O
38	CCCCOc1cccc(C(=O)Nc2ccc(S(=O)(=O)Nc3nnc(CC)s3)cc2)c1
39	CCN(C[C@H]1N[C@@](Cc2ccccc2)(C(=O)OC)[C@H]2C(=O)N(Cc3ccccc3)C(=O)[C@@H]12)C(=O)c1ccccc1
40	COc1ccc(C(=O)N(Cc2ccccc2)c2cccc(C)c2)cc1

entry no. | 33 | 34 | 35 | 36 | 37 | 38 | 39 | 40
PTHR1 agonist | -35%[inhibitor] | i | -24% | -6% | i | i | 23% | -4%
GLP-1R inv ag | 0% | u | -25% | -18% | 4% | u | -4% | u
PI5P4Ka inh | 5 | 1 | 2 | -1 | 10 | -15 | 1 | -3
HEK293 tox | -17% | u | 0% | 4% | -3% | -1% | -7% | 3%
GLP-1R agonist | 1% | 10% | 13% | 12% | -3% | -1% | 4% | 14%
EPAC1 antagonist | 2% | -16% | u | -18% | -18% | -5% | 7% | 17%
EPAC1 agonist | 2% | -4% | -10% | 1% | -6% | 17% | 8% | 8%
IL-2 act | -0.2 | -0.5 | -0.6 | 0.7 | -2.8 | 0.4 | -0.7 | -4.8
PLK1 PBD block | -8% | -3% | -4% | -12% | -18% | u | -18% | -1%

Not all compounds are listed; the hit share may differ from the screen's.
